# Screening data deposited in PubChem BioAssay by several laboratories.
# E coli Lon inh – inhibitors of E. coli Lon protease, primary screen, biochemical, fluorescence polarization. P0A9M0. purified E. coli Lon protease. inhibition, % at 7.94 µM. actives 0.42% (n = 360,000); in the data active means inhibition above about 13%, passing the limit was not always enough;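 further: 0% = enzyme with probe and DMSO and 100% = no enzyme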
# Target sequence (P0A9M0 whole entry, looked up): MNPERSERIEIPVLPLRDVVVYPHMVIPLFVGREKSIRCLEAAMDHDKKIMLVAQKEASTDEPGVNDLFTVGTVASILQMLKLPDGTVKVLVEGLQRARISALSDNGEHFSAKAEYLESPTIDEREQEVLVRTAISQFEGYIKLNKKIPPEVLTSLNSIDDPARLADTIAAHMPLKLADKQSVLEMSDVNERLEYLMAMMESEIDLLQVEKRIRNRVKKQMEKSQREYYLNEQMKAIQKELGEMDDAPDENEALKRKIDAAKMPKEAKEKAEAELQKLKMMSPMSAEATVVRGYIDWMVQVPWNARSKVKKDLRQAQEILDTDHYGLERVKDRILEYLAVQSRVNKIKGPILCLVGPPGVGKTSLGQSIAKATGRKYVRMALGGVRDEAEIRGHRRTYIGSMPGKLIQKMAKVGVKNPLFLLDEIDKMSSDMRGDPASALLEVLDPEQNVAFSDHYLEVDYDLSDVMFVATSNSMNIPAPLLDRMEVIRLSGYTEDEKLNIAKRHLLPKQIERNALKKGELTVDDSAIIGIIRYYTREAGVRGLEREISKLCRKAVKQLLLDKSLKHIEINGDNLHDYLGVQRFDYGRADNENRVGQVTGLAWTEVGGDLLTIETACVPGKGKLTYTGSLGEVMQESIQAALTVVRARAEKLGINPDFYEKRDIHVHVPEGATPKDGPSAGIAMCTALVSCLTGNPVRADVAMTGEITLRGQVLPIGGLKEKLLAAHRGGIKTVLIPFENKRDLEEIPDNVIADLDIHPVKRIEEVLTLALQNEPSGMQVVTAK
# FAS-TE inh – FAS thioesterase domain inhibitors, primary screen, biochemical, fluorescence intensity, uHTS | inhibition, % at 15 µM | Fatty acid synthase (Homo sapiens), P49327 | actives 0.67% (n = 360,000) | recombinant FAS-TE, OMFH fluorogenic substrate, fluorescence endpoint;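 active means compounds whose normalised, plate-corrected inhibition of enzyme fluorescence in the single-dose primary screen is 50% or more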;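 further: 0% = DMSO with enzyme and 100% = substrate without enzyme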
# MT1-MMP act inh – blockers of MT1-MMP proenzyme processing, primary screen, HT1080 RFP-PRO-GFP cells, GFP/RFP fluorescence | Matrix metalloproteinase-14 (Homo sapiens), P50281 | GFP/RFP ratio fluorescence, overnight; percent of plate control window, DMSO zero | GFP/RFP ratio change, % at 20 µM | actives 0.061% (n = 360,000);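 active means GFP/RFP ratio change of at least 30% with cell ATP level not reduced by more than half and red fluorescence within 50% of control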; further: strong numbers were not always called active
#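 system = RFP-PRO-GFP reporter HT1080 cells | dosing = 20 µM single dose, 1% DMSO | timing = overnight cell settling, then overnight compound exposure, 37 °C, 5% CO2 | read-out basis = GFP/RFP fluorescence ratio | controls = DMSO and RFP-L50D-GFP cell wells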
# Rin1 Abl inh – inhibitors of Rin1-Abl protein binding, primary screen, biochemical, TR-FRET | Tyrosine-protein kinase ABL1 (Homo sapiens) + Ras and Rab interactor 1 (Homo sapiens), … | inhibition, % at 7.35 µM | actives 0.4% (n = 360,000) | AID 588664, 2011; in the data active means inhibition above about 5%, passing the limit was not always enough
# MsrA inhibitor – bovine MsrA enzyme inhibitors, primary screen, biochemical, absorbance, HTS; Methionine sulfoxide reductase A (Bos taurus); purified bovine MsrA, absorbance read-out; inhibition, % at 15.5 µM; actives 0.75% (n = 360,000); AID 651718, 2012; in the data active means inhibition above about 4.5%;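 further: 0% = vehicle wells with enzyme and 100% = reference inhibitor wells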
# MsrA act – bovine MsrA enzyme activators, primary screen, biochemical, absorbance, HTS; Methionine sulfoxide reductase A (Bos taurus); purified bovine MsrA, absorbance read-out; activation, % at 10.6 µM; actives 0.3% (n = 360,000); AID 602163, 2012; in the data active means activation above about 7.5%;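 further: 0% = vehicle and 100% = reference activator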
# CSN inh – inhibitors of CSN-mediated cullin deneddylation, primary screen, biochemical, fluorescence polarization, uHTS; COP9 signalosome complex subunit 5 (Homo sapiens), Q92905; Purified CSN, SCF-Nedd8-OG deneddylation; inhibition, % at 12.5 µM; actives 0.38% (n = 360,000); AID 651999, 2013;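 active means pattern-corrected inhibition above about 35%, with an unprinted fluorescence ratio check between 0.5 and 1.5, limit read from the data, passing the limit was not always enough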;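 further: 0% = enzyme with substrate and 100% = substrate without enzyme; some results filed as inactive read as strong as hits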
#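 Assay system: purified human Csn5 enzyme expressed in HEK293T cells; Input: 0.24 nM Csn5 enzyme, final concentration; Reagent: 10 nM SCFSkp2-Nedd8OG; Compound dosing: 12.5 µM single point; Times: reaction 90 min, room temperature; Technique: fluorescence polarization readout.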
# MLLE-PAM2 inh – inhibitors of PABP1 MLLE–PAM2 peptide binding, primary screen, biochemical, fluorescence polarization, FITC-PAM2, GST-MLLE. Polyadenylate-binding protein 1 (Homo sapiens), P11940. inhibition, % at 20 µM. actives 0.36% (n = 360,000); in the data active means inhibition above about 35%, passing the limit was not always enough;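 further: plate controls were DMSO wells with GST-MLLE for no effect and wells lacking GST-MLLE protein for full effect; some results filed as inactive read as strong as hits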
# Rpn11 block – Rpn11 (PSMD14) deubiquitinase inhibitors, primary screen, biochemical, fluorescence polarization, uHTS. 26S proteasome non-ATPase regulatory subunit 14 (Homo sapiens), O00487. human 26S proteasome, Ub4-pepOG fluorescence polarization; 20S core pre-blocked with epoxomicin. calls only at 20 µM. actives 0.59% (n = 360,000);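 active means inhibition at 20 µM, scaled to each plate's controls, above about 33%, limit read from the data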
# Target sequence (O00487 whole entry, looked up): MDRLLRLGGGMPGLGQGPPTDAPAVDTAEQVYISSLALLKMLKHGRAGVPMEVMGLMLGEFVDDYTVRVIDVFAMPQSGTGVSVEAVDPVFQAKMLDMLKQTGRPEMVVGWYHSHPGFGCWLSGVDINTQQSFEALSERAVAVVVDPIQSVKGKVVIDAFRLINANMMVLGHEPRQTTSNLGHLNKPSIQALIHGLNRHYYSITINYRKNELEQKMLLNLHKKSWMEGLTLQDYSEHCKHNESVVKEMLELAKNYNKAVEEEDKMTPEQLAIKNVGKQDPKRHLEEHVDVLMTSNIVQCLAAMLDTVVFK
# Numbers without * were called inactive; i = inactive; . = not tested or not shown; + = active, no number. The order is random. About 3.7% of those tested had a hit in this group.
SMILES,E coli Lon inh,FAS-TE inh,MT1-MMP act inh,Rin1 Abl inh,MsrA inhibitor,MsrA act,CSN inh,MLLE-PAM2 inh,Rpn11 block
CCc1nc(N)c(C#N)c(-c2ccc(F)cc2)c1C,-2,-2,11,1,0.0,3,-2,16,i
Cc1ccc(CNC(=O)CN2C(=O)C3(OCCCO3)c3ccccc32)cc1,-2,-7,1,-1,.,-1,-2,6,i
COc1ccc(/C=C/C(=O)c2ccc(NC3=NCCCS3)cc2)cc1OC,0,-1,-5,-3,1.9,-2,7,-6,i
O=C(CSc1nnc(CNc2ccccc2)o1)N1CCN(C(=O)c2ccco2)CC1,-9,-5,-2,-5,-1.1,-7,1,24,i
CCOC(=O)C1C(c2cccs2)NC(=O)NC1(O)C(F)(F)F (stereo not given),1,-10,-2,2,-0.5,-2,-1,-8,i
COc1ccc(NC(=O)c2ccccc2N2C(=O)C3C4C=CC(C5CC45)C3C2=O)c(OC)c1 (stereo not given),2,0,2,2,0.2,-12,1,-5,i
COc1cccc(CC(=O)NCCCSc2ccccc2)c1,-2,1,-5,1,1.3,-2,5,2,i
COc1cc2oc3ccccc3c2cc1N(CC(=O)N(C)C)S(=O)(=O)c1ccccc1,1,8,6,-2,0.0,-2,6,-7,+
O=C(NNC(=S)NCc1ccc(Cl)cc1)c1ccc2c(c1)OCO2,2,7,0,1,-1.3,-2,4,-8,i
COCCCn1c(SCC(=O)N2CCOCC2)nnc1-c1ccco1,2,-4,0,1,-1.7,-3,-3,7,i
COc1ccc(/C=C(/NC(=O)c2ccco2)C(=O)N2CCCCC2)cc1,10,-5,.,-3,1.6,-3,-2,2,i
COc1ccc(Oc2nc(C)cc(C)c2S(C)(=O)=O)cc1,3,-7,-2,-2,-0.1,1,0,6,i
NC(=NC1CCCCC1)c1ccc([N+](=O)[O-])cc1,-1,-6,0,-2,-0.4,-2,0,2,i
COc1ccc(NS(=O)(=O)c2cccc(C(=O)NNC(=O)c3cc(S(N)(=O)=O)ccc3OC)c2)cc1,2,-3,4,-3,1.2,-7,3,3,i
Cc1ccc(S(=O)(=O)NC(Cc2ccccc2)C(=O)NN)cc1 (stereo not given),3,-6,-1,1,-0.1,1,6,1,i
CSCC[C@H](NC(=O)CCNC(C)=O)c1nc2ccccc2[nH]1,-1,-4,1,1,2.9,2,-1,-4,i
COCC(=O)N1C[C@H]2CON(C)[C@H]2C[C@H]1c1cccc(-c2ccccc2)c1,-11,-5,2,-1,1.2,-2,0,9,i
CCCC(=O)N1CCN(c2ccc(NC(=O)c3ccco3)cc2)CC1,2,-10,-4,2,0.7,-10,5,2,i
CCCN1C(=O)c2ccccc2NC1c1ccc(OC)cc1OC (stereo not given),-12,0,2,6,1.9,-5,3,7,i
CCOC(=O)C1CCCN1C(=O)C1(NC(C)=O)CCCC1 (stereo not given),3,-7,-2,2,0.3,-1,6,0,i

# Reprinted from the part before: two compounds, followed by the next part.
SMILES,E coli Lon inh,FAS-TE inh,MT1-MMP act inh,Rin1 Abl inh,MsrA inhibitor,MsrA act,CSN inh,MLLE-PAM2 inh,Rpn11 block
CCCN1C(=O)c2ccccc2NC1c1ccc(OC)cc1OC (stereo not given),-12,0,2,6,1.9,-5,3,7,i
CCOC(=O)C1CCCN1C(=O)C1(NC(C)=O)CCCC1 (stereo not given),3,-7,-2,2,0.3,-1,6,0,i
Cc1ccccc1CN1C[C@@H]2C[C@@H](c3cn[nH]c3-c3ccccc3)N3CCC[C@@]23C1=O,-10,0,-3,2,0.1,0,-8,-10,i
CC(C)NC(=O)c1cc2c(=O)n3ccccc3nc2s1,1,-5,2,1,4.2,1,-3,3,i
NC(=O)CC(NC(=O)Cc1ccc(Br)cc1)c1ccc(NCCOc2ccccc2)c([N+](=O)[O-])c1 (stereo not given),-3,4,8,-2,0.4,-3,5,-14,i
CCc1ccc(S(=O)(=O)NCc2cn3c(C)csc3n2)s1,-9,0,2,-6,2.3,-1,4,-21,i
CC(NC(=O)Nc1cccc(F)c1)c1ccc2c(c1)OCO2 (stereo not given),0,22,1,2,0.3,-5,4,-18,i
CC(C)CCNC(=O)COC(=O)c1ccc(Br)o1,2,4,4,0,-0.3,1,0,-1,i
Cc1c(C(=O)C(=O)NCCCn2ccnc2)c2ccccc2n1C,8,-5,1,-3,0.7,-3,0,-6,i
COc1ccc(OCCNC(=O)c2ccccc2OCC(=O)Nc2ccc(NC(C)=O)cc2)cc1,-10,-16,8,-4,-0.1,-5,-8,29,i
COc1cccc(C(=O)CC(=O)C(=O)Nc2ccc(C)cc2Cl)c1,-2,-1,-1,-1,1.0,4,-4,-10,i
Cc1ccc(C(=O)CN(CCC(=O)O)C(=O)c2ccncc2)cc1,-5,-8,1,-1,-0.1,-3,0,13,i
COc1cc(/C=N/NC(=O)c2cccc(C(=O)N/N=C/c3ccc(O)c(OC)c3)n2)ccc1O,9,0,2,1,6.6*,-3,0,12,i
O=C(O)COc1ccc(C(=O)c2ccccc2)cc1,-2,-4,2,-2,-0.2,-4,-3,14,i
OC(C1=CC(=Cc2ccncc2)c2ccccc21)c1ccncc1 (stereo not given),-3,-2,11,-2,1.5,-2,2,14,i
Cc1cccc(C)c1NC(=O)COC(=O)C1C2CC3OC(=O)C1C3C2 (stereo not given),-5,-5,1,-2,-0.7,-2,2,3,i
CC(=O)c1ccc(NC(=O)C[n+]2ccccc2)cc1,-6,-3,2,0,-0.6,1,3,14,i
COc1ccc(C2CC(=O)c3sc(N)nc3C2)cc1 (stereo not given),5,-5,-4,-4,0.7,-4,12,9,i
Cc1cc(C)n(CCC(=O)Nc2ccc3c(c2)OCCO3)n1,-1,-7,1,2,0.0,-3,-4,12,i
COCCCNc1nnc(Cc2ccccc2)c2ccccc12,-6,-3,-5,-4,-0.3,6,0,-17,i
CCOC(=O)C1=NN(C(=O)COc2ccccc2)C(O)(c2ccc(Br)cc2)C1 (stereo not given),4,9,2,0,-0.1,-2,11,35,i
COc1ccccc1NC(=O)c1ccc(Cl)c(S(=O)(=O)NCc2ccco2)c1,-9,2,-1,-3,0.3,-1,2,14,i
Cc1cc2c(s1)CCCCC(=O)N2,-4,-12,-7,0,-0.4,0,-2,4,i
CCCCC(=O)Nc1ncc2c(n1)CC(C)(C)CC2=O,-8,-1,4,2,0.8,-4,3,15,i
CCOC(=O)C1=CCC(c2cccc(C)c2)N(S(=O)(=O)c2ccc(C)cc2)C1 (stereo not given),9,19,-3,2,-0.9,0,-1,-1,i
CCC(C(=O)NC1CCCCC1)n1c(SCc2ccc(F)cc2)nc2ccncc21 (stereo not given),0,2,-1,-14,0.1,-1,-4,11,i
Cc1cc2c(cc1C)C(=O)C(=O)N2,-21,-11,-14,-6,0.8,7,-5,9,i
CCCCN(C(=O)c1ccc(C)c(S(=O)(=O)N2CCOCC2)c1)c1c(N)n(CC(C)C)c(=O)[nH]c1=O,6,-6,-1,-1,-0.4,-3,-6,-7,i
Cc1nc(C)c(C(=O)N2CCCC(C(=O)c3ccc4ccccc4c3)C2)s1 (stereo not given),1,-7,3,-1,-0.6,-4,-1,-13,i
c1cc(C2CCCCC2)ccc1Oc1nc(N2CCOCC2)nc(N2CCOCC2)n1,-3,22,-7,1,-1.1,-2,1,-46,+
COc1cccc(CN2C(=O)c3ccccc3C2C(=O)NCC2CCCO2)c1 (stereo not given),-9,-7,0,3,0.6,-3,1,-2,i
Oc1ccccc1CN1CCN(C(O)(c2ccccc2)c2ccccc2)CC1,5,-18,-3,0,0.6,0,-6,0,i
CN(Cc1ccccc1)C(=O)CCC1CCN(S(=O)(=O)N(C)C)CC1,3,-6,4,-1,2.8,-6,5,8,i
O=C(CN1C(=O)c2ccccc2C1=O)c1ccc(F)cc1,-2,-4,-5,1,-0.3,-3,-3,2,i
COCCNC(=O)C1CCCN(Cc2ccccc2Cl)CC1 (stereo not given),-15,-8,1,-2,.,-3,1,7,i
O=C(Cn1ccc(C(F)(F)F)n1)Nc1ccc(S(=O)(=O)NCc2ccco2)cc1,-1,-2,2,1,0.9,-8,0,3,i
CCCc1nc2ccccc2n1CC(O)COc1ccc(NC(C)=O)cc1 (stereo not given),5,-10,0,0,-0.5,-5,4,-1,i
CCSCCOC(=O)C1=C(C)NC(=O)NC1c1cc(OC)ccc1OC (stereo not given),2,-4,6,-5,0.5,-2,-3,7,i
O=C(Cn1nnc2ccccc21)N/N=C\C=C\c1ccccc1,-13,-3,-2,-4,1.7,-7,-4,0,i
CCn1c(=O)c(C(=O)NNC(=O)c2ccccc2)c(O)c2ccccc21,-4,-5,5,2,-0.2,-4,4,1,i
CC(C)c1ccccc1NC(=O)COC(=O)Cc1ccsc1,-15,-3,3,-3,0.7,0,-16,19,i
COc1ccc(F)cc1C(=O)C1CCCN(Cc2cccn2-c2ccccn2)C1 (stereo not given),-8,0,0,3,-0.4,-7,-14,7,i
O=C1C(=O)N(CCN2CCOCC2)C(c2ccc(F)cc2)/C1=C(/O)c1ccc(S(=O)(=O)N2CCOCC2)cc1 (stereo not given),4,-2,0,3,1.6,0,3,0,i
COC(=O)Nc1sc2c(c1C(=O)NCc1ccco1)CCCC2,-16,-2,3,-2,-0.7,-2,6,-2,i
OC(c1ccccc1)(c1nc(-c2ccc3ccccc3c2)cs1)C(F)(F)F (stereo not given),4,34,1,-6,-0.9,-3,-4,6,i
CN(Cc1nc(-c2cccnc2)no1)S(=O)(=O)c1ccc2ccccc2c1,9,7,4,-5,-0.7,0,-10,-9,i
O=C(Cc1c(F)cccc1Cl)OCC(=O)N1CCc2ccccc21,-16,10,3,5,-0.6,0,-4,-25,i
Nn1c(SCC(=O)Nc2ccccc2)nnc(Cc2ccccc2)c1=O,-16,0,-1,-1,-1.6,-2,1,2,i
Cc1cccc2sc(N(CCCN(C)C)C(=O)c3ccc(S(=O)(=O)N4CCc5ccccc5C4)cc3)nc12,-1,11,-5,-2,1.6,-1,1,3,i
COc1cccc(CNC(=O)CCNS(=O)(=O)c2ccc3c(c2)CC(C)N3C(C)=O)c1 (stereo not given),1,-3,-2,1,0.4,-5,2,-1,i

# Four neighbouring compounds already listed, quoted:
SMILES,E coli Lon inh,FAS-TE inh,MT1-MMP act inh,Rin1 Abl inh,MsrA inhibitor,MsrA act,CSN inh,MLLE-PAM2 inh,Rpn11 block
COC(=O)Nc1sc2c(c1C(=O)NCc1ccco1)CCCC2,-16,-2,3,-2,-0.7,-2,6,-2,i
OC(c1ccccc1)(c1nc(-c2ccc3ccccc3c2)cs1)C(F)(F)F (stereo not given),4,34,1,-6,-0.9,-3,-4,6,i
CN(Cc1nc(-c2cccnc2)no1)S(=O)(=O)c1ccc2ccccc2c1,9,7,4,-5,-0.7,0,-10,-9,i
O=C(Cc1c(F)cccc1Cl)OCC(=O)N1CCc2ccccc21,-16,10,3,5,-0.6,0,-4,-25,i
